High-throughput results deposited in PubChem by several laboratories.
CaV13 ICDI inh – Primary screen for inhibitors of IQ motif and Ca2+-dependent inactivation inhibitor domain binding in CACNA1D, Förster resonance energy transfer in living cells, …. HEK cells, CFP/YFP FRET ICDI-IQ, plate reader, 10 min; percent FRET-ratio fall versus neutral wells. inhibition, % at 12.3 µM. 340,000 tested, 0.098% active. AID 743397;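 active = mean replicate inhibition of at least 30% and at least 1% of replicates passing that level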;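 also: 0% = median of the neutral control wells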
aDG glyco up – activators of alpha-DG glycosylation, primary screen, uHTS, Pro5-aDG cells, AlphaScreen. 360,000 tested, 0.22% active. activation, % at 10 µM. alpha-DG glycosylation AlphaScreen (IIH6); 0% Pro5, 100% B10-LARGE cell signal;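 active = activation of at least 8% versus controls, or a plate z-score of at least 8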;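 also: Pro5 are CHO cells carrying HIG-tagged alpha-DG that lacks glycosylation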
ABCB6 inh 2 – ABCB6 transporter inhibitors, primary screen, K562-ABCB6 cells, flow cytometry, MLPCN library. fluorescence ratio to DMSO, % at 10 µM. K562-ABCB6 porphyrin accumulation, 1 h; hits give low values. AID 602162, 2011. ATP-binding cassette sub-family B member 6 (Homo sapiens), Q9NP58. 360,000 tested, 0.19% active;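 active = fluorescence ratio to DMSO below 75%, the collection mean minus 3 SD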;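 also: signal is porphyrin accumulated inside mitochondria; 100% equals median channel fluorescence of DMSO control wells; lower ratio means ABCB6 inhibition with less porphyrin fluorescence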
Target sequence (Q9NP58 whole entry, looked up): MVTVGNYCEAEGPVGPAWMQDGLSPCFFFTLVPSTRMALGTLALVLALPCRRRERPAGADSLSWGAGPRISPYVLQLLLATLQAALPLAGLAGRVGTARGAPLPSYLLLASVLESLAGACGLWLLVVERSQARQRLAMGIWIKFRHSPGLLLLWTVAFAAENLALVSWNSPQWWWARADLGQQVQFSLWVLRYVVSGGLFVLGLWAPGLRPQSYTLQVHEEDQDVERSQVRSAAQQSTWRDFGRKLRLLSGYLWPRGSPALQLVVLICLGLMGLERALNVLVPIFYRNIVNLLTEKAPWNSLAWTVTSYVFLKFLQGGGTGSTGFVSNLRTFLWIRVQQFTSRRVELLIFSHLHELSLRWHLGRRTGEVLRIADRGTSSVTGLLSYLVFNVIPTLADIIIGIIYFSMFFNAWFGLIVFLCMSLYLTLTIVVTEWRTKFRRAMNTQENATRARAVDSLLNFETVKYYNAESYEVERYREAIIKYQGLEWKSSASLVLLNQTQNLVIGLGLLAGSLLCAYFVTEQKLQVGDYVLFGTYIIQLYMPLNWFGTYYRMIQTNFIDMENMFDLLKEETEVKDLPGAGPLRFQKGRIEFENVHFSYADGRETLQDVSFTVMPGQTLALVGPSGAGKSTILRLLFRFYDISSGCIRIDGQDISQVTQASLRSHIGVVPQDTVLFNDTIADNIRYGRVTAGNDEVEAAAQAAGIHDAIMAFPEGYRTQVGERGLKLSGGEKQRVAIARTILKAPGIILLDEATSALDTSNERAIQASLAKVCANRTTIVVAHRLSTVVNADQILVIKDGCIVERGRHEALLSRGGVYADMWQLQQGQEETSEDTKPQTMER
PDI inh – inhibitors of human PDI, primary screen, biochemical, turbidity, single point, plate reader; inhibition, % at 10 µM; PDI insulin aggregation turbidity, A650, 90 min; 350,000 tested, 0.052% active; AID 588391, 2011; Protein disulfide-isomerase (Homo sapiens), P07237;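 active = mean inhibition across replicates of 30% or more, whatever share of single replicates reach that level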;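 also: absorbance from insulin aggregation driven by PDI reduction with DTT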
Vif inh – HIV Vif self-association inhibitors, primary screen, imaging, HEK293T, single point | HEK293T cells, Vif self-association by quenched fluorescence, 24 h | inhibition, % at 7.49 µM | 340,000 tested, 0.35% active; in the data active = inhibition above about 50%, passing the limit was not always enough; also: some results filed as inactive read as strong as hits
N-glyco inh – increase of ERlucT glycosylation luciferase signal, primary screen, N-linked glycosylation inhibitor project, D54 ERlucT cells, luminescence, set 2 | D54 ERlucT glycosylation luciferase reporter, 24 h; percent of 100 nM tunicamycin response | reporter increase, % at 12.5 µM | 360,000 tested, 0.23% active | AID 588692, 2011;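 active = mean luciferase reporter signal, scaled so untreated is 0 and the glycosylation-blocking control 100, at or above a set limit in every replicate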;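 also: luciferase carries N-glycosylation sites so blocking glycosylation raises the light; 0% = median of neutral control wells and 100% = median of 100 nM tunicamycin wells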
MC4R barr agon – MC4R agonists recruiting beta-arrestin, primary screen, cell-based, luminescence, agonist arm of biased-ligand search. Melanocortin receptor 4 (Homo sapiens), P32245. U2OS MC4R beta-arrestin complementation; percent of melanotan II response, DMSO zero. activation, % at 8.9 µM. 360,000 tested, 0.98% active. AID 540308, 2011;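 active = activation above a per-plate cutoff, the mean activation of sample wells on that plate plus 3 SD, cut at about 8% in these data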
MC4R antagonist – MC4R antagonists of cAMP signaling, primary screen, cell-based, TR-FRET, antagonist arm of biased-ligand search | Melanocortin receptor 4 (Homo sapiens), P32245 | MC4R-expressing cells, MTII-stimulated cAMP, LANCE TR-FRET | inhibition, % at 6.5 µM | 360,000 tested, 0.48% active | AID 540295, 2011;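 active = inhibition above its plate's cutoff, the mean of tested wells on that plate plus 3 SD, cut at about 29% in these data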;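 also: 0% = Melanotan II alone and 100% = Melanotan II plus saturating MCL0020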
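Assay system: U2OS cells stably expressing human melanocortin 4 receptor (MC4R) / Dosing: 6.5 µM / Timing: compound 30 min, challenge 1 h, detection 1 h / Measured by: Eu-cAMP/anti-cAMP TR-FRET, emission 671 nm / Replicates: singlicate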
m5-HT2A agonist – mouse Htr2a agonists via beta-arrestin recruitment, primary screen, cell-based, luminescence | AID 624169, 2012 | activation, % at 7.6 µM | 5-hydroxytryptamine receptor 2A (Mus musculus), P35363 | 360,000 tested, 0.66% active | CHO-K1 mHTR2A beta-arrestin complementation; percent of 30 µM serotonin response;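 active = activation above a run cutoff, the mean activation of all tested compounds plus 3 SD, cut at about 14% in these data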;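 also: 0% = plate median of compound wells and 100% = 30 µM serotonin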
H9c2 protect – cardioprotection against H2O2-induced cell death, primary screen, uHTS, H9c2 cells, ATPLite luminescence. 360,000 tested, 0.63% active. protection from H2O2 cell death, % at 20 µM. AID 588492, 2011. H9c2 cardiomyocytes, H2O2 injury protection, 2 h;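 active = compounds giving at least 50% protection of heart cells from peroxide-induced death in the single-dose screen, raw or plate-pattern-corrected value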;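 also: 0% = DMSO wells with peroxide and 100% = DMSO wells without peroxide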
* hit, by the source's call. Outcome played no part in choosing rows. Share with any hit: about 3.6%.

Results for CNC(=O)C1C2C=CC3(O2)C1C(=O)N(CCOC)C3C(=O)NCc1ccc(OC)cc1 (stereo unspecified) ?
CaV13 ICDI inh: -5; aDG glyco up: -0.2; ABCB6 inh 2: 98; PDI inh: -4; Vif inh: 8; N-glyco inh: 0; MC4R barr agon: -0.3; MC4R antagonist: 1; m5-HT2A agonist: -2; H9c2 protect: -2

What do the screens show for `Cc1ccc(CS(=O)(=O)CCC(=O)NCCC(C)C)cc1`?
CaV13 ICDI inh: -6; aDG glyco up: 0.1; ABCB6 inh 2: 104; PDI inh: -6; Vif inh: -11; N-glyco inh: 2; MC4R barr agon: 0.7; MC4R antagonist: 9; m5-HT2A agonist: 1; H9c2 protect: 2

Results for CC(C)C(NC(=O)CCN1C(=O)c2ccccc2C1=O)c1ccccc1 (stereo unspecified) ?
CaV13 ICDI inh: -6; aDG glyco up: 0.0; ABCB6 inh 2: 101; PDI inh: 6; Vif inh: 7; N-glyco inh: 1; MC4R barr agon: -1.2; MC4R antagonist: 3; m5-HT2A agonist: 0; H9c2 protect: 2

Results for Cc1c(N2C(=O)SC(CC(=O)O)C2=O)c(=O)n(-c2ccccc2)n1C (stereo unspecified) ?
CaV13 ICDI inh: -4; aDG glyco up: -0.3; ABCB6 inh 2: 98; PDI inh: 3; Vif inh: 6; N-glyco inh: 3; MC4R barr agon: -1.3; MC4R antagonist: 7; m5-HT2A agonist: -2; H9c2 protect: -5

What do the screens show for `COc1cccc(-c2nnc(-c3ccc(C)o3)o2)c1`?
CaV13 ICDI inh: -4; aDG glyco up: 0.0; ABCB6 inh 2: 96; PDI inh: -1; Vif inh: 8; N-glyco inh: -13; MC4R barr agon: -2.9; MC4R antagonist: 1; m5-HT2A agonist: 4; H9c2 protect: -26

How did COCCCN1C(=O)C(CC(=O)NCc2cccs2)CC(C(=O)N(C)C)=C1C (stereo unspecified) do in these assays?
CaV13 ICDI inh: -10; aDG glyco up: 0.2; ABCB6 inh 2: 100; PDI inh: 1; Vif inh: 0; N-glyco inh: 1; MC4R barr agon: 0.5; MC4R antagonist: 0; m5-HT2A agonist: 9; H9c2 protect: -12

How did C/C(=N\OC(=O)NC(C)C)c1sc(-c2ccccc2)nc1C do in these assays?
aDG glyco up: 0.7; ABCB6 inh 2: 98; PDI inh: -13; Vif inh: -10; N-glyco inh: -3; MC4R barr agon: -1.1; MC4R antagonist: 7; m5-HT2A agonist: -2; H9c2 protect: -8

What do the screens show for `Fc1ccc(-c2nnc(CSc3nnc(-c4ccc5c(c4)OCO5)o3)o2)cc1`?
CaV13 ICDI inh: -4; aDG glyco up: 0.1; ABCB6 inh 2: 99; PDI inh: 6; Vif inh: 1; N-glyco inh: 0; MC4R barr agon: 3.9; MC4R antagonist: 12; m5-HT2A agonist: -3; H9c2 protect: 6

What do the screens show for `COc1cc2ccccc2cc1C(=O)Nc1ccc(C)cn1`?
CaV13 ICDI inh: -2; aDG glyco up: 0.4; ABCB6 inh 2: 98; PDI inh: 4; Vif inh: 7; N-glyco inh: -3; MC4R barr agon: 5.8; MC4R antagonist: 2; m5-HT2A agonist: 4; H9c2 protect: -4

What do the screens show for `O=C(O)CCCc1nc2ccccc2s1`?
CaV13 ICDI inh: 0; aDG glyco up: -0.1; ABCB6 inh 2: 103; PDI inh: -5; Vif inh: 13; N-glyco inh: 1; MC4R barr agon: -3.5; MC4R antagonist: 9; m5-HT2A agonist: 4; H9c2 protect: -20

How did CC1CCCC(C)N1S(=O)(=O)c1ccc(S(=O)(=O)N2CCOCC2)cc1 (stereo unspecified) do in these assays?
CaV13 ICDI inh: -2; aDG glyco up: 2.0; ABCB6 inh 2: 97; PDI inh: -4; Vif inh: -1; N-glyco inh: 3; MC4R barr agon: 2.7; MC4R antagonist: 9; m5-HT2A agonist: 0; H9c2 protect: 0

How did Cn1c(/C=C/N(Cc2ccccc2)c2ccccc2)c([N+](=O)[O-])c(=O)n(C)c1=O do in these assays?
CaV13 ICDI inh: -4; aDG glyco up: 0.2; ABCB6 inh 2: 95; PDI inh: 6; Vif inh: -12; N-glyco inh: 2; MC4R barr agon: -1.0; MC4R antagonist: 17; m5-HT2A agonist: 2; H9c2 protect: 3

Results for O=C(CN1CCCc2ccccc21)N/N=C/c1ccccc1O ?
CaV13 ICDI inh: -5; aDG glyco up: 0.6; ABCB6 inh 2: 103; PDI inh: -7; Vif inh: 2; N-glyco inh: 3; MC4R barr agon: 0.1; MC4R antagonist: -2; m5-HT2A agonist: -5; H9c2 protect: 50

Results for O=c1cc(-c2ccc(O)c(-c3c(O)cc(O)c4c(=O)cc(-c5ccc(O)cc5)oc34)c2)oc2cc(O)cc(O)c12 ?
CaV13 ICDI inh: -5; aDG glyco up: -0.4; ABCB6 inh 2: 101; PDI inh: -6; Vif inh: 1; N-glyco inh: 0; MC4R barr agon: -0.7; MC4R antagonist: -22; m5-HT2A agonist: 2; H9c2 protect: 2

Results for CCOC(=O)C(C)n1cnc2c(nnn2-c2ccccc2)c1=O (stereo unspecified) ?
aDG glyco up: -0.2; ABCB6 inh 2: 102; Vif inh: 0; N-glyco inh: 0; MC4R barr agon: 0.3; MC4R antagonist: 12; m5-HT2A agonist: 3; H9c2 protect: -4

Results for Cc1ccc(NC(=S)NC2CC3CCC(C2)N3Cc2ccco2)c(C)c1 (stereo unspecified) ?
CaV13 ICDI inh: -3; aDG glyco up: 0.1; ABCB6 inh 2: 182; PDI inh: -5; Vif inh: 16; N-glyco inh: 3; MC4R barr agon: -1.1; MC4R antagonist: -6; m5-HT2A agonist: -1; H9c2 protect: -3

What do the screens show for `CC1(C(=O)NS(=O)(=O)c2cccc(Cl)c2)CCN1C(=O)Cc1ccc(Cl)cc1Cl` (stereo unspecified)?
CaV13 ICDI inh: -10; aDG glyco up: 0.0; ABCB6 inh 2: 95; PDI inh: -4; Vif inh: 3; N-glyco inh: 0; MC4R barr agon: -0.9; MC4R antagonist: 5; m5-HT2A agonist: 2; H9c2 protect: 4

How did COc1ccc(-n2c(C)cc(-c3csc(N)n3)c2C)cc1 do in these assays?
CaV13 ICDI inh: -10; aDG glyco up: -0.2; ABCB6 inh 2: 100; PDI inh: 3; Vif inh: 6; N-glyco inh: 4; MC4R barr agon: -1.6; MC4R antagonist: -2; m5-HT2A agonist: 0; H9c2 protect: 2

Results for CCN(CC)C(=O)[C@H]1CC(CC(=O)NCCN2CCOCC2)C(=O)N2CCc3c([nH]c4ccccc34)[C@]12C (stereo partly specified) ?
CaV13 ICDI inh: -5; aDG glyco up: -0.1; ABCB6 inh 2: 102; PDI inh: -12; Vif inh: 7; N-glyco inh: -1; MC4R barr agon: -1.4; MC4R antagonist: 6; m5-HT2A agonist: 0; H9c2 protect: -2

Results for O=C(/C=C/c1ccc(Cl)cc1Cl)OCC(=O)N1CCCC1 ?
CaV13 ICDI inh: -4; aDG glyco up: 0.5; ABCB6 inh 2: 103; PDI inh: 6; Vif inh: 5; N-glyco inh: -1; MC4R barr agon: 3.1; MC4R antagonist: 23; m5-HT2A agonist: -15; H9c2 protect: -6

How did Cc1c(NC(=O)COC(=O)C2(c3ccc(F)cc3)CCCC2)c(=O)n(-c2ccccc2)n1C do in these assays?
CaV13 ICDI inh: -3; aDG glyco up: -0.2; ABCB6 inh 2: 97; PDI inh: -1; Vif inh: -5; N-glyco inh: 0; MC4R barr agon: -1.3; MC4R antagonist: -6; m5-HT2A agonist: -3; H9c2 protect: -4

How did CCc1cc(C(=O)NNC(=S)NC2CCCCC2)cs1 do in these assays?
aDG glyco up: 0.2; ABCB6 inh 2: 86; PDI inh: -6; Vif inh: -6; N-glyco inh: -2; MC4R barr agon: -2.5; MC4R antagonist: 7; m5-HT2A agonist: -3; H9c2 protect: -10

What do the screens show for `CC(=O)c1ccc(Nc2nc(C(N)C(C)C)cs2)cc1` (stereo unspecified)?
CaV13 ICDI inh: -7; aDG glyco up: 0.1; ABCB6 inh 2: 99; PDI inh: -1; Vif inh: -1; N-glyco inh: 1; MC4R barr agon: -1.0; MC4R antagonist: 11; m5-HT2A agonist: -7; H9c2 protect: 10

Results for O=C(O)[C@H](Cc1ccccc1)N1C(=O)c2ccncc2C1=O ?
CaV13 ICDI inh: -4; aDG glyco up: -0.1; ABCB6 inh 2: 96; PDI inh: -3; Vif inh: 1; N-glyco inh: 2; MC4R barr agon: -3.7; MC4R antagonist: 3; m5-HT2A agonist: 3; H9c2 protect: -2

Results for O=C(OCc1cc2ccccc2[nH]c1=O)C1CCCCC1 ?
aDG glyco up: -0.1; ABCB6 inh 2: 94; PDI inh: -8; N-glyco inh: -1; MC4R barr agon: 3.1; MC4R antagonist: 12; m5-HT2A agonist: -2; H9c2 protect: 11

What do the screens show for `Clc1ccc(-c2csc(NNC3=NCCCCC3)n2)cc1`?
CaV13 ICDI inh: -5; aDG glyco up: -0.6; ABCB6 inh 2: 94; PDI inh: -3; Vif inh: -3; N-glyco inh: -2; MC4R barr agon: 1.5; MC4R antagonist: 0; m5-HT2A agonist: 2; H9c2 protect: -10

What do the screens show for `Cn1c(N)c(C(=O)N/N=C/c2ccccc2)sc1=S`?
CaV13 ICDI inh: -5; aDG glyco up: -0.1; ABCB6 inh 2: 93; PDI inh: -5; Vif inh: -1; N-glyco inh: 6; MC4R barr agon: 1.3; MC4R antagonist: -3; m5-HT2A agonist: -7; H9c2 protect: 0

How did COc1ccc(OC)c2c1cc(C(=O)N[C@H](C(=O)N1CCC(C(=O)O)CC1)C(C)C)n2C do in these assays?
CaV13 ICDI inh: -5; aDG glyco up: 0.0; ABCB6 inh 2: 89; PDI inh: 0; Vif inh: -4; N-glyco inh: 2; MC4R barr agon: -1.6; MC4R antagonist: 2; m5-HT2A agonist: 6; H9c2 protect: 5

How did O=C(c1ccc(C(F)(F)F)cc1)C1CCCN(C(=O)Cn2cncn2)C1 (stereo unspecified) do in these assays?
CaV13 ICDI inh: -2; aDG glyco up: 0.1; ABCB6 inh 2: 107; PDI inh: 3; MC4R barr agon: -1.8; MC4R antagonist: 2; m5-HT2A agonist: 0; H9c2 protect: 3
